ATXN viability: cell viability loss in ATXN counter-screen. S2 cells (HEK-293 line with an ATXN2-luciferase reporter) viability, CellTiter-Fluor protease fluorescence, 24 h. Potency, µM (doses to about 56.7 µM), most hits filed as cytotoxic. 400,000 compounds, 0.49% hits. AID 651635; also: potency is read from the fitted curve at half-maximal effect; nearly all actives have a fitted effect of over 40% in size
KB-V1 MDR tox: kills drug-selected multidrug resistant KB-V1 cells; KB-V1 MDR cells viability, CellTiter-Glo, 72 h; Potency, µM (highest dose often 46.1 µM), inactives show at the highest dose activity change, negative = cytotoxicity, hits mostly cytotoxic; 400,000 compounds, 3.4% hits; AID 1347076; also: potency is read from the fitted curve at half-maximal effect; % is scaled to controls: 0 for no effect and ±100 for the full control effect; nearly all actives have a fitted effect of over 60% in size
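Compound-treated KB-V1 multidrug-resistant cells, 72 h, 37 degrees C; viability by CellTiter-Glo. Fitted qHTS curves give the values.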
HT1080 IDH1KD tx: toxicity to HT-1080 IDH1 knockdown cells (counter line). HT-1080 IDH1 knockdown viability, ATP luminescence, 48 h. Potency, µM (highest dose often 46.1 µM), for the others: at the highest dose activity, negative = toxicity, most hits filed as cytotoxic. 360,000 compounds, 2% hits. AID 686971;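 also: potency is read from the fitted curve at half-maximal effect; 0% = DMSO wells and -100% = cell-free medium wells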
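IDH1KD HT-1080 cells, 750/well, RPMI + 5% FBS; compound pinned after 2 h settling; 48 h, 37 °C; CellTiter-Glo luminescence; % activity normalised to DMSO and no-cell wells; curves fitted, classed by r2 and efficacy.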
IL1B secr inh: inhibitors of inflammasome signaling (IL-1 beta secretion); activity change, % at 57.5 µM; AID 743279; 360,000 compounds, 4.7% hits; THP-1 LPS/ATP IL-1B secretion, AlphaLISA, 16 h; active compounds read low; in the data active = activity change below about -50%; inconclusive = mostly about -30% to -49%; also: % is scaled to controls: 0 for no effect and ±100 for the full control effect
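THP-1 cells pretreated 1 hr with compounds (up to 57.5 uM final), then stimulated with LPS (250 ng/mL final) plus ATP (1.25 mM final); secreted IL-1B measured by AlphaLISA after 16 hr, decreased signal indicating inhibition.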
KB-3-1 cytotox: KB-3-1 parental cell cytotoxicity; Potency, µM (series often up to 46.1 µM), for inactives: at the top dose activity change, negative = cytotoxic, usual class: cytotoxic; AID 1347075; 400,000 compounds, 1.4% hits; KB-3-1 viability, CellTiter-Glo ATP luminescence, 72 h; also: potency is read from the fitted curve at half-maximal effect; % is scaled to controls: 0 for no effect and ±100 for the full control effect; nearly all actives have a fitted effect of over 60% in size
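Multi-concentration cytotoxicity screen in KB-3-1 cells grown in DMEM lacking phenol red with 10% FBS. After 72 h at 37 °C with compound, ATP-dependent luminescence was recorded.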
SW480 rerep: induces DNA re-replication in SW480 colon adenocarcinoma cells; Potency, µM (highest dose often 46.1 µM), for the others: at the top dose re-replication activation, actives largely listed as activators; 340,000 compounds, 1.8% hits; SW480 DNA re-replication, Hoechst DNA content imaging, 48 h; also: potency is read from the fitted curve at half-maximal effect; % of control where 0% means no effect; nearly all actives have a fitted effect of over 55% in size
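Image-based DNA-content assay: after two days of treatment, nuclei were labelled with the DNA dye Hoechst and imaged, and hits were compounds raising the count of nuclei showing high fluorescence intensity.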
HT1080-NT tox: kills 2HG-producing HT-1080-NT fibrosarcoma cells; HT-1080-NT fibrosarcoma viability, CellTiter-Glo ATP luminescence, 48 h; Potency, µM (series often up to 46.1 µM), without a hit: at the top dose activity, negative = less viability, hits mostly cytotoxic; 360,000 compounds, 1.6% hits; AID 686970;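 also: NT is the 2HG producing partner of a matched IDH1 knockdown line; potency is read from the fitted curve at half-maximal effect; 0% = DMSO-treated cells and -100% = media-only wells without cells; nearly all actives have a fitted effect of over 55% in size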
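HT-1080-NT; 750 cells/well; 5% FBS RPMI; 48 h compound, 37 degrees C; CellTiter-Glo luminescence; curve fitting and curve-class assignment.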
ATXN2 expr inh: inhibitors of ATXN2 expression | HEK-293 ATXN2-luciferase reporter, luminescence, 24 h | Potency, µM (top dose mostly 57 µM), for the others: at the highest dose activity change, negative = inhibition, hits mostly inhibitors | 360,000 compounds, 0.72% hits; also: potency is read from the fitted curve at half-maximal effect; % is scaled to controls: 0 for no effect and ±100 for the full control effect; nearly all actives have a fitted effect of over 55% in size
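qHTS (up to 57 uM final) was run with 24 h compound exposure of reporter cells at 37 °C. Each well was multiplexed: SteadyGlo luminescence measured ATXN2-luciferase expression after a fluorogenic Gly-Phe-AFC viability readout (25 uM final).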
MCF10A rereplic: inducers of DNA re-replication in MCF 10A breast cells. Potency, µM (doses to about 46.1 µM), inactives show at the top dose activity, positive = re-replication, usual class: activators. 350,000 compounds, 2.9% hits. MCF 10A DNA re-replication, Hoechst nuclear intensity, 48 h; also: potency is read from the fitted curve at half-maximal effect; % of control where 0% means no effect; nearly all actives have a fitted effect of over 50% in size
An asterisk follows results filed as active; i = inactive; ? = inconclusive; . = no result given; & = joins results of further samples; [ ] = remark or other dose. Unless noted, calls follow the shape of the dose curve; as a rule, active = well fitted curve in the direction sought with a large enough effect; inconclusive = small, poorly fitted or top-dose-only effect, or another doubt; inactive = no such curve, though single readings can be large; an effect the other way counts as inactive or inconclusive.

Molecule,ATXN viability,KB-V1 MDR tox,HT1080 IDH1KD tx,IL1B secr inh,KB-3-1 cytotox,SW480 rerep,HT1080-NT tox,ATXN2 expr inh,MCF10A rereplic
COc1ccc(S(=O)(=O)N2CCC(C(=O)NCc3cccnc3)CC2)cc1Cl,i,5%,-1%,-5,5%,20%,3%,0%,-2%
COc1ccc(-n2nc(C(=O)NCC(=O)NC3CCCCC3)c3ccccc3c2=O)cc1,i,-31%,0%,-22,0%,-6%,12%,-12%,-4%
CC(=O)Nc1ccc(NC(=O)CC(c2ccccc2)c2ccccc2)cc1,i,-26%,-6%,-19,6%,-10%[9.22 µM],-1%,6%,-5%
CC(C)(C)C1CCC(C(=O)Nc2ccc(N3CCOCC3)cc2N2CCOCC2)CC1 (stereo unspecified),?,17%,5%,-21,1%,-4%,0%,.,0%
Cc1ccc(OCc2nnc(SCc3cc(=O)[nH]c4ccccc34)n2-c2ccccc2)cc1,?,-12%,?,?,-9%,5%,16µM*,?,1%
Cc1cccc(NC(=O)c2ccc3c(O)c(S(=O)(=O)c4ccccc4)c(=O)[nH]c3c2)c1C,i,8%,.,.,4%,.,.,-3%,.
C=CCn1c(O)c(N=NC(=O)OCC)c2ccccc21,i,?,11%,13,24%,-3%,9%,6%,3%
Cc1ccc(Cl)cc1NS(=O)(=O)c1ccc2c(c1)NC(=O)C(C)C(=O)N2 (stereo unspecified),i,6%,-2%,42,?,1%,-1%,5%,0%
CCOc1ccc(-n2c(Cc3cc(=O)[nH]c(=O)[nH]3)nnc2SCC(=O)Nc2nnc(C)s2)cc1,i,-2%,1%,0,27%,-2%,20%,7%,-4%
COc1cc(C2C3=C(CC(c4ccco4)CC3=O)Nc3ccccc3N2C(C)=O)cc(OC)c1OC (stereo unspecified),i,7%,6%,-5,0%,-1%,5%,1%,-4%
CNc1n[nH]c(-c2ccccc2)n1,i,4%,8%,-5,0%,.,13%,.,.
CCOC(=O)CNc1nc(Cl)nc(Nc2ccc(C)cc2)n1,?,10%,4%,-11,4%,-7%,-7%,-23%,-1%
COc1ccc(NC(=O)C2CCCN2C(=O)Oc2ccccc2)cc1 (stereo unspecified),i,?,18%,7,3%,-4%,16%,-15%[11.3 µM],-4%
O=C(Nc1ccc(C(F)(F)F)cc1)C1CCN(c2cnccn2)CC1,?,27%&-2%,-17%,16,-11%&-18%,16%,?,?,7%
Cc1nc2nc[nH]n2c(=O)c1NC(=O)CC12CC3CC(CC(C3)C1)C2,i,-3%&8%,15%&5%,4&13,5%&9%,-15%&9%,16%&3%,1%&7%,-10%&12%
CCc1ccc(-c2cc(C(=O)N/N=C/c3ccco3)[nH]n2)cc1,i,-9%,-16%,-10,28%,-1%,-4%,4%,?
COc1ccc(-c2csc(N3CCN(c4cc(C)nc5ccccc45)CC3)n2)cc1OC,10µM*,16µM*,16µM*,-101*,-5%,?,?,?,24%
CCCN(CCC)CCCNC(=O)C1CCC(CNS(=O)(=O)c2cccc3nsnc23)CC1 (stereo unspecified),i,4%&3%,-1%,-2,1%&8%,-9%,1%,13%&-7%,-8%
O=C(Cn1c(CO)nc2ccccc21)NCc1ccc2c(c1)OCO2,i,7%,0%,-9,5%,-11%,15%,4%,-10%
CCOC(=O)[C@@H]1[C@H]2COc3ccccc3[C@H]2N2C(=O)N(c3ccc(C(F)(F)F)cc3)C(=O)[C@]12C,?,0%,-4%,-22,?,1%,-3%,-21%,-3%
COCCNC(=O)c1nn(-c2ccc(C)cc2)c(=O)c2c1c1ccccc1n2C,i,-1%,.,.,4%,.,.,-7%,.
COc1ccc(C(=O)N/N=C/c2ccc(OC)c(CN3CCc4cc(OC)c(OC)cc4C3C)c2)cc1 (stereo unspecified),i,-23%,-22%,8,?,-3%,-6%,-17%,9%
O=C(O)c1nc(N2CCOCC2)nc(N2CCOCC2)n1,i,19%,0%,4,-5%,23%,0%,-7%,0%
COc1cc(CN2CCN(Cc3ccccc3C(F)(F)F)CC2)cc(OC)c1OC,?,7%,-7%,-22,-5%,-20%,7%,-10%,?
CCOC(=O)c1c(C)[nH]c(C)c1C(=O)COC(=O)CNC(=O)C1CCCCC1,i,7%,16%,18,3%,-1%,18%,-7%,-1%
O=S(=O)(NCc1ccco1)c1ccc2c(c1)Cc1ccccc1-2,i,14%,-19%,0,7%,?,1%,48%[activator],?
CC(=O)NC(=S)Nc1ccc(NC(=S)NC(=O)c2cccs2)cc1,i,?,-7%,25,5%,-3%,7%,-11%,3%
CC(=O)NCCc1nc2cc(NC(=O)c3ccc(F)cc3)ccc2n1C,i,?,4%,0,8%,-3%,7%,31%[activator],-17%
N#CCSc1nnc(-c2sc3ccccc3c2Cl)o1,i,?,?,-94*,0%,?,?,-9%,?
O=C(CN(C(=O)CNS(=O)(=O)c1ccc(F)cc1)c1ccc(F)cc1)NCc1ccco1,i,22%,4%,-5,8%,-13%,9%,8%,1%

Printed as active in IL1B secr inh, among the entries above:
smiles	IL1B secr inh	SW480 rerep
COc1ccc(-c2csc(N3CCN(c4cc(C)nc5ccccc45)CC3)n2)cc1OC	-101*	?
N#CCSc1nnc(-c2sc3ccccc3c2Cl)o1	-94*	?

Only MCF10A rereplic, HT1080 IDH1KD tx and IL1B secr inh (two entries from above):
| mol | MCF10A rereplic | HT1080 IDH1KD tx | IL1B secr inh |
| --- | --- | --- | --- |
| COc1ccc(C(=O)N/N=C/c2ccc(OC)c(CN3CCc4cc(OC)c(OC)cc4C3C)c2)cc1 (stereo unspecified) | 9% | -22% | 8 |
| CCOC(=O)[C@@H]1[C@H]2COc3ccccc3[C@H]2N2C(=O)N(c3ccc(C(F)(F)F)cc3)C(=O)[C@]12C | -3% | -4% | -22 |

Quoted at random: 4 records from the list, in no set order.
Molecule,ATXN viability,KB-V1 MDR tox,HT1080 IDH1KD tx,IL1B secr inh,KB-3-1 cytotox,SW480 rerep,HT1080-NT tox,ATXN2 expr inh,MCF10A rereplic
Cc1nc2nc[nH]n2c(=O)c1NC(=O)CC12CC3CC(CC(C3)C1)C2,i,-3%&8%,15%&5%,4&13,5%&9%,-15%&9%,16%&3%,1%&7%,-10%&12%
CCOC(=O)c1c(C)[nH]c(C)c1C(=O)COC(=O)CNC(=O)C1CCCCC1,i,7%,16%,18,3%,-1%,18%,-7%,-1%
O=C(Nc1ccc(C(F)(F)F)cc1)C1CCN(c2cnccn2)CC1,?,27%&-2%,-17%,16,-11%&-18%,16%,?,?,7%
Cc1ccc(OCc2nnc(SCc3cc(=O)[nH]c4ccccc34)n2-c2ccccc2)cc1,?,-12%,?,?,-9%,5%,16µM*,?,1%

The main list resumes, starting two compounds before the break.
Molecule,ATXN viability,KB-V1 MDR tox,HT1080 IDH1KD tx,IL1B secr inh,KB-3-1 cytotox,SW480 rerep,HT1080-NT tox,ATXN2 expr inh,MCF10A rereplic
N#CCSc1nnc(-c2sc3ccccc3c2Cl)o1,i,?,?,-94*,0%,?,?,-9%,?
O=C(CN(C(=O)CNS(=O)(=O)c1ccc(F)cc1)c1ccc(F)cc1)NCc1ccco1,i,22%,4%,-5,8%,-13%,9%,8%,1%
COc1ccc(Cl)cc1S(=O)(=O)N1CCN(C(=O)COc2ccccc2)CC1,i,10%,-3%,-3,10%,1%,-10%,-3%,1%
O=C(COC(=O)C1CCN(C(=O)c2ccc(Cl)cc2)CC1)NC1CCS(=O)(=O)C1 (stereo unspecified),i,-2%,-1%,-8,6%,5%,-11%,-9%,-5%
CCOC(=O)CN(C(=O)Cn1nnc(-c2ccc(OC)cc2)n1)C(C(=O)NC1CCCC1)c1ccc(F)cc1 (stereo unspecified),i,0%,5%,-5,5%,2%,14%,4%,14%
Cc1ccc(C2=CN(Cc3ccccc3)CCC2=O)cc1,i,4%,-13%,-8,-10%,-25%[9.22 µM],3%,9%,-3%
CCN(CC)c1ccc(NC(=O)COC(=O)CCc2cc(OC)c(OC)c(OC)c2)cc1,i,1%,-16%,-6,2%,.,1%,.,.
CSC(=NCc1cccnc1)NS(=O)(=O)c1cccs1,i,10%,16%,6,3%,1%,18%,10%,-4%
O=C(CN1CCN(c2ncccn2)CC1)NCCC1=CCCCC1,i,?,2%,0,-10%,3%,3%,11%,-3%
CC(=O)c1ccc(NC(=O)c2ccc3nc(-c4ccco4)c(-c4ccco4)nc3c2)cc1,?,-3%,-16%,-6,-2%,?,-19%,?,?
COc1cccc(CNC(=O)CCNS(=O)(=O)c2cccc3nonc23)c1,i,18%,-4%,7,8%,-22%,1%,5%,-13%
O=C(NCCN1C(=O)S/C(=C/c2cccnc2)C1=O)C1=NN(c2ccccc2)C(=O)CC1,i,15%,1%,23,12%,17%,0%,11%,2%

Compounds as they come; overall some 11% were active at least once.
